Compound activity as filed in PubChem.
Tat export inh: inhibitors of E. coli Tat protein transport; AID 488895; 340,000 compounds, 0.036% hits; E. coli MC4100 TorA-mCherry Tat export, fluorescence; inhibition, % at 10 µM;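 active means mean replicate inhibition at least 50% and at least half of replicates individually reaching 50%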;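 further: exported cargo escapes ClpAP degradation while cytoplasmic cargo is degraded and loses fluorescence; 0% = median of neutral control wells and 100% = median of NaSCN control wells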
CAL PDZ FP-1: blocks peptide binding to the human CAL PDZ domain; 300,000 compounds, 0.92% hits; AID 602252; purified CAL PDZ, TMR-peptide fluorescence polarization, 1 h; Q9HD26; inhibition, % at 24.9 µM;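 active means mean inhibition of at least 30% with at least half of replicates also reaching 30%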;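 further: 0% = DMSO neutral control and 100% = excess unlabeled competitor peptide PRC23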
RTF Ca sens act: increases calcium sensitivity of human cardiac regulated thin filaments | AID 493008 | 340,000 compounds, 0.24% hits | activation, % at 7.2 µM | P19429+P45379 | IANBD-labeled TnC RTF fluorescence at EC20 calcium; 0% EC20 calcium, 100% full calcium;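 active means activation above the mean over all tested compounds plus 3 SD, cut at about 30% in these data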;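 further: rise in fluorescence read as greater calcium sensitivity of cardiac thin filaments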
CAL PDZ FP-2: blocks peptide binding to human CAL PDZ domain; Q9HD26; 330,000 compounds, 0.02% hits; AID 504414; purified CAL PDZ, TMR-peptide fluorescence polarization, 1 h; inhibition, % at 20 µM;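 active means highest replicate inhibition of at least 40%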;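 further: plate controls were DMSO neutral control wells for no effect and unlabeled competitor peptide control wells for full effect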
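System: purified tagged CAL PDZ domain construct (CerCALP). Schedule: 1 h incubation at room temperature before polarization reading. Medium: 25 mM sodium phosphate pH 7.4, 150 mM NaCl, TCEP, IgG, Thesit. Read-out: percent inhibition from loss of millipolarization. Measured by: FP readout, S and P plane fluorescence. Probe or stimulus: fluorescent TMR peptide probe.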
MITF TRPM1 HTS: activators of MITF-driven TRPM1 promoter activity in SK-MEL-5 cells | 300,000 compounds, 0.75% hits | SK-MEL-5 TRPM1-promoter luciferase, 24 h; % of positive control, neutral wells = 0 | AID 588334 | activation, % at 12.5 µM;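 active means mean activation of at least 80% with every replicate also reaching 80%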;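 further: 0% = neutral control wells and 100% = parthenolide positive control wells; values of inactives mirror those of a sister screen read the other way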
Rtt109 Vps75: C. albicans Rtt109 histone acetyltransferase inhibition; purified Rtt109/Vps75, ThioGlo CoA-SH fluorescence, 4 h; inhibition, % at 34.9 µM; 330,000 compounds, 0.16% hits;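 active means inhibition of at least 50% in every replicate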
Target sequence (Q5AAJ8 whole entry, looked up): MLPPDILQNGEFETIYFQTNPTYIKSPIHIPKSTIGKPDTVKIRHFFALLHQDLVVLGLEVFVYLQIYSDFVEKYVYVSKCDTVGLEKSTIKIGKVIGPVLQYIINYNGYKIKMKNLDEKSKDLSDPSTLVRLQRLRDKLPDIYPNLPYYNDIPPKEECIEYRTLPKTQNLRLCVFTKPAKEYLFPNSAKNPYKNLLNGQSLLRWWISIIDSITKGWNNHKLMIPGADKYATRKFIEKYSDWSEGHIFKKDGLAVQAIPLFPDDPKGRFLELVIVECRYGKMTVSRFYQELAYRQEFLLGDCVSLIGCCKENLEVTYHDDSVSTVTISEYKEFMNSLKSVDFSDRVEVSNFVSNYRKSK
CDK5 p35 inh: inhibitors of human CDK5/p35 kinase. Recombinant CDK5/p35, ADP-Glo luminescence, 60 min. inhibition, % at 10 µM. 330,000 compounds, 0.01% hits. AID 488839;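 active means highest replicate inhibition of at least 50% and at least 75% of replicates reaching 50%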;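 further: plate controls were DMSO neutral control for no effect and GW8510 at 10 µM for full effect; many of its hits are not listed in these tables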
Target sequence (Q00535 whole entry, looked up): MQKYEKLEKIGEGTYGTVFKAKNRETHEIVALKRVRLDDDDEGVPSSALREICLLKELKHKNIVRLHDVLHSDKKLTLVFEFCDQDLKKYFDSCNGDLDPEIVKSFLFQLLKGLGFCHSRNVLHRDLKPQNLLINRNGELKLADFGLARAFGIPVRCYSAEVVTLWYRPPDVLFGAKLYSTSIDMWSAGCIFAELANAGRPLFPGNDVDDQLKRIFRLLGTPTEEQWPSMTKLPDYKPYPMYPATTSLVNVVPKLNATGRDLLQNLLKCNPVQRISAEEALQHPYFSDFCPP
Target sequence (Q15078 whole entry, looked up): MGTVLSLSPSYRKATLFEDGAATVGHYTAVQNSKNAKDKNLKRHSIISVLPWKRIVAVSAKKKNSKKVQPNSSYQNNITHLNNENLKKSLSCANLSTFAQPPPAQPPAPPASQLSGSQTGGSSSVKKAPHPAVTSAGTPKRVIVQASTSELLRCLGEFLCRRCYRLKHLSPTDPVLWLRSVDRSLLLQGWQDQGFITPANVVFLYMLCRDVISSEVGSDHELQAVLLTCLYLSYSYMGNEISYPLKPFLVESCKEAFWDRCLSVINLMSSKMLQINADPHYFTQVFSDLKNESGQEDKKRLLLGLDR
V-ATPase pHluor: alters yeast V-ATPase proton transport; response, % at 10 µM; AID 504577; S. cerevisiae, pHLuorin cytosolic pH fluorescence; 350,000 compounds, 0.37% hits; in the data active means response mostly above about 7.3%, no sharp cut-off; inactive means mostly below about 5.4%; further: actives read high; inactives centre near 0; some compounds called inactive have numbers as strong as hits; reference of the scale not given here
dFosB act: activators of mouse delta FosB homodimer | P13346 | purified delta FosB, TAMRA-CDK5 oligo fluorescence polarization; percent of positive-control signal above neutral wells | activation, % at 25 µM | 340,000 compounds, 0.99% hits | AID 493131;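 active means mean activation above about 17%, with every replicate also reaching it, limit read from the data, passing the limit was not always enough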;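 further: fluorescence polarization rise as delta FosB binds a TAMRA Cdk5 AP-1 oligo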
Wnt bcat act: activates Wnt/beta-catenin signaling in a reporter cell assay; activator, plate reader; activation, % at 9.35 µM; 300,000 compounds, 1.2% hits; in the data active means activation above about 30%, passing the limit was not always enough;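 further: 0% = neutral control wells and 100% = positive control wells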
Active calls of the source: *; . = no result given.

Values run as follows: Tat export inh	CAL PDZ FP-1	RTF Ca sens act	CAL PDZ FP-2	MITF TRPM1 HTS	Rtt109 Vps75	CDK5 p35 inh	V-ATPase pHluor	dFosB act	Wnt bcat act
[1] O=C(NCc1ccccc1)c1cccc(COc2ccc3c(c2)CCC3)c1
 : 2	-2	1	-0.5	-27	-8	1.1	-1	-8	.
[2] C=CCOc1c(Cl)cc(Cl)cc1S(=O)(=O)NCCO
 : 12	-4	-16	0.7	7	-12	2.4	9	2	1
[3] O=C(O)c1cccc2c1C(=O)N(Cc1ccncc1)C2
 : 4	-3	3	-3.7	.	.	-0.8	.	-6	-4
[4] CCC(=O)Nc1ccc2c(c1)ncn2-c1ccccc1OC
 : -5	1	-3	.	-2	2	0.3	3	-1	-2
[5] CN(C)/C=N/S(=O)(=O)c1ccc(Cl)cc1
 : -8	.	2	-0.4	0	-1	-4.5	1	0	-1
[6] S=c1[nH]nc2ccccn12
 : -9	-4	-1	-0.7	-2	-5	10	-2	5	-1
[7] COc1ccc(C2CC(=O)c3cnc(N)nc3C2)c(OC)c1 (configuration not stated)
 : -2	-4	1	-2.5	3	-3	3.7	1	-4	.
[8] Oc1ccc2c(c1)C1CCCC1(N1CCOCC1)O2 (configuration not stated)
 : -4	1	0	-2.1	6	-2	-0.1	-4	-4	1
[9] Cc1cc(C)cc(-c2nnc(SCC(=O)c3c(N)n(C4CC4)c(=O)[nH]c3=O)o2)c1
 : -7	-2	-4	0.1	-2	1	-0.1	-1	-4	7
[10] O=C(O)CNC(=O)c1ccc(NC(=O)/C(=C/c2cccc([N+](=O)[O-])c2)NC(=O)c2ccco2)cc1
 : 2	-5	-2	-2.0	-2	-7	0.1	3	-2	4
[11] O=C(NC(=S)Nc1ccc(NC(=O)c2ccccc2)cc1)c1ccc(F)cc1
 : 9	-3	-1	-0.6	6	-1	0.7	0	3	2
[12] Cc1c(C)n(Cc2ccccc2)c2ncnc(NCCCO)c12
 : -6	-1	-1	-3.0	-4	.	-3.4	0	7	0
[13] COc1ccc(-c2nc(SCc3ccc(C#N)cc3)[nH]c(=O)c2C#N)cc1
 : 0	-9	4	-0.6	13	-3	1.6	-2	-11	0
[14] COc1ccc(CCNc2nc3c(c(=O)n(C)c(=O)n3C)n2C)cc1OC
 : 3	-1	-1	-0.3	.	-12	-0.3	-1	-5	-3
[15] CNC(=O)C1CC(=O)N(Cc2ccc(OC)c(OC)c2)C(=Nc2ccc(OC)cc2)S1 (configuration not stated)
 : -7	-1	-4	-1.2	-4	-4	0.0	-3	0	-3
[16] Cn1c(CSc2ccccc2)c(C#N)c2ccccc21
 : 7	-4	-4	.	76	-16	-2.1	1	-6	.
[17] O=C(Nc1ccno1)Nc1ccc(Cl)cc1Cl
 : -1	-6	0	-2.1	15	-8	-1.1	-2	-15	3
[18] Cc1ccc(-c2cc3ccccc3nc2N)cc1
 : -12	-2	-4	-3.5	.	6	3.2	0	-4	20
[19] CC1CCC(NC(=O)CCS(=O)(=O)c2ccc3c(c2)CCN3C(=O)C2CC2)CC1 (configuration not stated)
 : 0	5	-2	0.8	7	-8	0.9	-2	-9	2
[20] COCC(C)Nc1ccc(S(=O)(=O)N2CCCC2)cc1[N+](=O)[O-] (configuration not stated)
 : -11	0	3	0.0	5	5	-1.1	0	2	-1
[21] O=C1/C(=N\S(=O)(=O)c2cccs2)C([n+]2cccc(Cc3ccccc3)c2)=C([O-])c2ccccc21
 : -4	.	.	-0.2	.	-7	-0.3	6	-6	.
[22] COC(=O)c1c(NC(=O)c2ccco2)sc2c1CCN(C(C)C)C2
 : -1	.	-2	-1.1	-5	-3	-2.2	0	-27	7
[23] CCOC(=O)c1cnn(-c2ccccc2)c1NC(=O)CN1CCCCC1
 : 3	34*	2	0.9	.	4	0.0	-1	0	41*
[24] O=C(/C=C/c1ccc(Cl)c([N+](=O)[O-])c1)c1cccnc1
 : 1	2	-3	-2.0	-46	-1	-2.4	10	-3	-2
[25] CCCCOc1ccc(N(CC(=O)NCC2CCCO2)C(=O)CCC(=O)Nc2cc(C)ccn2)cc1 (configuration not stated)
 : 16	-4	3	-3.2	-6	0	-2.1	5	-15	-6
[26] COc1ccc(NC(=O)NNC(=O)COc2ccc3ccccc3c2)cc1
 : -4	-2	1	-0.9	9	-5	-2.6	0	2	2
[27] CC(=NNC(=O)c1ccc(NS(=O)(=O)c2ccc(Br)cc2)cc1)c1cccnc1
 : -6	-3	-6	-0.5	0	-3	-0.8	-3	-4	-4
[28] COc1ccc(CN2C(=O)c3cccnc3C2=O)cc1S(=O)(=O)N(C)Cc1ccco1
 : -6	-3	-4	-2.5	-2	-4	.	3	-6	4
[29] CC1CN(c2nc3ccccc3nc2C(C#N)C(=O)OC2CCCCC2)CC(C)O1 (configuration not stated)
 : 0	.	2	-0.4	-3	-11	-2.4	-1	4	.
[30] ONC(=Nc1ccc(Cl)cc1)c1ccccc1
 : -2	.	-2	-0.7	-13	4	0.1	-2	2	1
[31] Cc1ccc(S(=O)(=O)NNC(=O)C2CCN(S(=O)(=O)c3ccc(C)cc3)CC2)cc1
 : 11	-1	-3	-1.2	-4	5	-0.1	-6	-3	-2
[32] CCOc1cc2c(cc1OCC)C(c1ccccc1OC)OC(=O)C2 (configuration not stated)
 : 6	.	0	-0.6	-5	-6	1.3	3	-1	-1
[33] CC(C)C(c1nnnn1Cc1ccc(F)cc1)N1CCN(Cc2ccc3c(c2)OCO3)CC1 (configuration not stated)
 : 1	.	-2	0.1	.	11	-0.3	9	-4	0
[34] N#Cc1nc(-c2cccs2)oc1N1CCN(Cc2ccccc2)CC1
 : -1	-5	3	-1.7	9	9	-11	-2	1	1
[35] Cc1ccc(S(=O)(=O)CC(=O)Nc2ncc([N+](=O)[O-])s2)cc1
 : 4	1	2	-1.2	.	7	0.0	5	0	3
[36] COc1cc2ccccc2cc1C(=O)Nc1ccc2oc(=O)ccc2c1
 : 0	0	-5	-2.6	7	0	1.6	-2	11	-2
[37] COc1ccc(S(=O)(=O)N2CN(Cc3ccco3)c3nc4ccccc4nc32)cc1
 : 0	.	20	-1.5	3	8	-2.3	0	-3	.
[38] CCOCCn1c(C)c(C(=O)OCC)c2cc(O)c3ccccc3c21
 : 0	-1	-1	0.4	.	-3	0.6	-1	-13	13
[39] Cc1ccccc1NC1=C(Cl)C(=O)OC1OC(C)C (configuration not stated)
 : -3	-2	4	-0.1	.	1	-1.2	6	-2	0
[40] Cc1c(C2Nc3ccccc3C(=O)N2O)cnn1C (configuration not stated)
 : -6	-4	-5	-2.5	.	-8	-1.5	-2	-8	.
[41] CCN(CC)C(=O)CN1C(=O)C2(OCC(C)(c3ccccc3)CO2)c2ccccc21 (configuration not stated)
 : 4	-2	-7	-2.1	2	2	-1.3	3	-16	.
[42] CC(=O)N1N=C(c2cccs2)CC1c1ccc(Br)cc1 (configuration not stated)
 : -9	-5	3	.	47	0	-0.8	2	-12	20
[43] O=C(COc1ccc2c3c(c(=O)oc2c1)CCCC3)NCCCN1CCOCC1
 : -8	-2	1	-0.2	9	2	-0.8	2	-21	-2
[44] CSc1ncccc1C(=O)NCC1CCCCC1
 : 1	-5	0	-2.3	-1	-8	0.9	-2	4	-3
[45] CC(C)CN1C(=O)C(=O)N(CC(=O)Nc2cc(Cl)ccc2Oc2ccccc2)C1=O
 : 1	-8	3	-0.2	2	-2	-1.7	0	2	4

An excerpt from the list above, as a working copy:
Values run as follows: Tat export inh	CAL PDZ FP-1	RTF Ca sens act	CAL PDZ FP-2	MITF TRPM1 HTS	Rtt109 Vps75	CDK5 p35 inh	V-ATPase pHluor	dFosB act	Wnt bcat act
[34] N#Cc1nc(-c2cccs2)oc1N1CCN(Cc2ccccc2)CC1
 : -1	-5	3	-1.7	9	9	-11	-2	1	1
[35] Cc1ccc(S(=O)(=O)CC(=O)Nc2ncc([N+](=O)[O-])s2)cc1
 : 4	1	2	-1.2	.	7	0.0	5	0	3
[36] COc1cc2ccccc2cc1C(=O)Nc1ccc2oc(=O)ccc2c1
 : 0	0	-5	-2.6	7	0	1.6	-2	11	-2
[37] COc1ccc(S(=O)(=O)N2CN(Cc3ccco3)c3nc4ccccc4nc32)cc1
 : 0	.	20	-1.5	3	8	-2.3	0	-3	.
[38] CCOCCn1c(C)c(C(=O)OCC)c2cc(O)c3ccccc3c21
 : 0	-1	-1	0.4	.	-3	0.6	-1	-13	13
[39] Cc1ccccc1NC1=C(Cl)C(=O)OC1OC(C)C (configuration not stated)
 : -3	-2	4	-0.1	.	1	-1.2	6	-2	0
[40] Cc1c(C2Nc3ccccc3C(=O)N2O)cnn1C (configuration not stated)
 : -6	-4	-5	-2.5	.	-8	-1.5	-2	-8	.
[41] CCN(CC)C(=O)CN1C(=O)C2(OCC(C)(c3ccccc3)CO2)c2ccccc21 (configuration not stated)
 : 4	-2	-7	-2.1	2	2	-1.3	3	-16	.

The results go on.
Values run as follows: Tat export inh	CAL PDZ FP-1	RTF Ca sens act	CAL PDZ FP-2	MITF TRPM1 HTS	Rtt109 Vps75	CDK5 p35 inh	V-ATPase pHluor	dFosB act	Wnt bcat act
[46] CN(C)S(=O)(=O)c1ccc(Cl)c(C(=O)Nc2nc3ccccc3[nH]2)c1
 : -9	-1	-5	-0.5	3	3	1.1	-3	-3	-1
[47] CC1CCN(C(=O)c2[nH]cnc2C(=O)N[C@@H](C)c2ccccc2)CC1
 : -1	1	12	-1.1	2	3	1.5	-2	1	-1
[48] CCCc1cc(=O)oc2cc(C)cc(OC(C)C(=O)NCC3CCC(C(=O)O)CC3)c12 (configuration not stated)
 : 4	-5	1	0.1	7	-5	-0.4	0	-1	-2
[49] O=C(CCN1C(=O)C2C3C=CC(C3)C2C1=O)Oc1ccc2ccccc2c1 (configuration not stated)
 : -6	-3	0	-3.0	-11	0	-0.4	3	-6	0
